Ins promoter up: MIN6 insulin promoter up-regulation; MIN6 insulin promoter-GFP reporter, high-content imaging; active compounds read high; z-score at 5 µM; 0.3% of 190,000 active; AID 1625;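 active = z-score above 3 at 5 µM with at least 500 cells counted in the well; inconclusive = wells under 500 cells, flagged as cytotoxic or low count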
M1AAP inhibition: P. falciparum M1AAP inhibitors, biochemical, fluorogenic H-Leu-NHMec substrate, 1536-well (AID 1445) | recombinant M1AAP, H-Leu-NHMec fluorogenic kinetic assay; higher % means a stronger effect | inhibition, % at 30 µM, or IC50 in µM where a hit was titrated | 0.42% of 220,000 active;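 active = primary inhibition above the hit cutoff, then over 50% inhibition at one or more dose response concentrations, cut at about 23% in these data, passing the limit was not always enough; inconclusive = conflicting primary data, or primary hits not chosen for dose response; inactive = low primary inhibition, or under 50% at every dose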;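 also: plate controls were DMSO full reaction for no effect and no enzyme background for full effect; strong numbers were not always called active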
P. falciparum M17LAP: P. falciparum M17LAP inhibitors, primary screen, biochemical, fluorogenic H-Leu-NHMec substrate, 1536-well (AID 1619) | recombinant M17LAP, H-Leu-NHMec fluorogenic kinetic assay; higher % means a stronger effect | one-dose inhibition, % at 30 µM; IC50 in µM for titrated hits | 0.38% of 220,000 active;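 active = compound inhibiting the enzyme by more than half at any dose during confirmatory dose-response retesting; inconclusive = strong single-dose inhibitors picked by rank but not retested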;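 also: plate controls were full reaction with DMSO carrier for no effect and no enzyme background for full effect; strong numbers were not always called active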
MT stabilizer: microtubule stabilization, imaging screen; 0.83% of 200,000 active; % tubulin-high responders, % at 10 µM; HeLa tubulin immunostaining HCS, 24 h; share of cells brighter than vehicle mean+2SD;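 active = plate Z-score above 3 for both tubulin-high and condensed-nucleus cell shares, with cell loss under 80%, at 10 µM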;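 also: anti alpha tubulin signal scored within the nucleus-defined area of each cell; some results filed as inactive read as strong as hits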
CSM14.1 death rescue: protection against thapsigargin-triggered cell killing – 384-well, CSM14.1, ATP luminescence, primary screen (AID 1222). 190,000 tested, under 10 active. one-dose cellular ATP content (survival), % at 20 µM; EC50 in µM for titrated hits. CSM14.1 thapsigargin-induced death rescue, ATP luminescence; higher % means a stronger effect;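 active = EC50 below 50 µM in the dose-response confirmation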;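 also: death triggered by thapsigargin at about 15 µM added after 2 h compound pretreatment; cell ATP read after overnight thapsigargin exposure of roughly 18 to 22 hours; normalized against plate controls of thapsigargin alone and 5% DMSO vehicle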
Dynein transport: dynein cargo transport inhibition; 3617.4 mouse cells, GR-EGFP nuclear translocation imaging; test concentration mostly 20 µM; stimulated with dexamethasone, 1 µM; active compounds read low; z-score, hits read low; 0.47% of 220,000 active; AID 1381;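 active = plate z-score of nuclear minus cytoplasmic receptor signal below a set negative limit, without overly bright fluorescence or cell loss, cut at about -3.5 in these data, passing the limit was not always enough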;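 also: z-score of nuclear minus cytoplasmic ring GR-EGFP intensity difference per well; some compounds called inactive have numbers as strong as hits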
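Buffer or medium: tet-free, stripped-serum medium; reagent: dexamethasone at 1.0 µM final, 30 min; incubation: 48 h induction, 1 h compound, 30 min dex at 37 °C; measured by: formaldehyde fixation, Hoechst nuclear stain, 10x automated fluorescence imaging; read-out: nuclear-to-cytoplasmic GR-EGFP distribution per well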
b-catenin transl: modulators of beta-catenin nuclear translocation | HeLa beta-catenin nuclear translocation, immunofluorescence imaging | nuclear translocation activity, % at 5 µM | 0.3% of 190,000 active | AID 1665;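 active = nuclear translocation activity above 50% at 5 µM, with a well cell count of 50 or more; inconclusive = wells under 50 cells across six images, flagged as toxic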;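 also: per-cell ratio of nuclear to cytoplasmic median beta-catenin stain intensity; plate controls were DMSO negative control for no effect and GSK-3 inhibitor IX positive control for full effect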
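System: HeLa cells, endogenous beta-catenin; compound dosing: 5 µM primary single dose, 0.1% DMSO, 0.02–20 µM confirmation series; incubation: 24 h compound exposure at 37°C, 5% CO2; signal: beta-catenin immunofluorescence imaging with DAPI; evaluation: % activation, nuclear-to-cytoplasmic median beta-catenin signal ratio per cell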
UTI89 phage lysis: protection from phage-mediated lysis, alamar blue read-out – E. coli UTI89, K1F phage, bacterial capsule biogenesis inhibitors (AID 488966); 0.02% of 340,000 active; inhibition, % at 100 µM; hits with a dose series show IC50 in µM; E. coli UTI89 K1F phage lysis, alamar blue, 2 h; higher % means a stronger effect;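 active = phage lysis inhibition, versus mean bacterial control, above a set limit; inconclusive = no clear call, values can overlap the other calls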;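 also: capsule biogenesis inhibitors block K1F phage lysis so surviving cells raise fluorescence; higher fluorescence means more inhibition of phage lysis; actives were called in the ten point dose series up to 300 µM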
Autophagy HCS: modulators of autophagy | MEF GFP-LC3 puncta imaging; test concentration mostly 10 µM | calls only at 10 µM (by protocol) | 0.98% of 190,000 active | AID 463193;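 active = percentage of spot-positive cells more than 3 SD above its plate mean, without a fluorescence outlier flag or 80% toxicity; inconclusive = no clear call, values can overlap the other calls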;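 also: spot-positive cell cutoff set from DMSO-treated cells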
Dynein transport cytoplasmic EGFP: further read-out of Dynein transport, marked with its call; z-score; measured here: cytoplasmic GR-EGFP intensity; active compounds read high
Dynein transport nuclear GR-EGFP: second read-out of Dynein transport, no call of its own (marks repeat the call); z-score; measured here: nuclear GR-EGFP intensity;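 lower value marks the stronger effect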
Dynein transport cell count: further read-out of Dynein transport, marked with its call; z-score; measured here: cell count per field
Ins promoter up cell count: also measured in Ins promoter up; calls as there; cell count; measured here: cytotoxicity, nuclei count;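 total cells summed across four imaged fields per well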
b-catenin transl cell count 5 µM: further read-out of b-catenin transl, marked with its call; cell count; measured here: cell count, cytotoxicity flag
MT stabilizer Hoechst-high %: recorded beside MT stabilizer, whose call it bears; % Hoechst-high responders; measured here: nuclear condensation Hoechst responders;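 share of cells brighter than vehicle mean plus two SD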
MT stabilizer cytotoxicity %: further read-out of MT stabilizer, marked with its call; toxicity, %; measured here: cytotoxicity by cell density;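 0% = mean cell density of plate MIN control wells and 100% = no cells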
Autophagy HCS cell loss 18 h: also measured in Autophagy HCS; calls as there; toxicity, %; measured here: cell loss, nuclei count;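 cell loss after 18 h compound exposure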
* marks the source's active call; other numbers are inactive results; i = inactive; ? = inconclusive; · = not tested or not shown; [ ] = another dose, or the depositor's remark.

Structure	Ins promoter up	Ins promoter up cell count	M1AAP inhibition	P. falciparum M17LAP	MT stabilizer	MT stabilizer Hoechst-high %	MT stabilizer cytotoxicity %	CSM14.1 death rescue	Dynein transport	Dynein transport cytoplasmic EGFP	Dynein transport nuclear GR-EGFP	Dynein transport cell count	b-catenin transl	b-catenin transl cell count 5 µM	UTI89 phage lysis	Autophagy HCS	Autophagy HCS cell loss 18 h
CN(C)CCCN1C(=O)c2cccc3c([N+](=O)[O-])ccc(c23)C1=O	?	·	7%	21%	0.9	2.2	39	1.8%	-0.39	0.5	-0.47	0.69	-1.9	65	-0.5%	i	10
Cc1nonc1C(=O)N/N=C/c1ccc(O)cc1O	-1.2	1452	10%	16%	2.6	1.2	16	0.3%	0.095	-0.2	-0.28	0.19	2.3	1558	9.8%	i	26
CN1/C(=C\C(=O)c2cccc(S(=O)(=O)N3CCCCC3)c2)C(C)(C)c2ccccc21	1	1239	9%	0%	3.2	4.0	9.2	0.0%	-0.56	-0.31	-0.61	0.46	·	·	0.3%	i	3
O=C(Nc1ccc2c(c1)S(=O)(=O)N=C1CCCCCN12)c1ccccc1Cl	1	1179	-1%	-5%	3.7	3.2	8.6	-1.2%	-0.52	-0.32	0.028	0.69	-4.5	1016	0.1%	i	2
CCOC(=O)Cn1c(=O)c2c(nc(N3CCCCC3)n2C)n(C)c1=O	-0.84	1141	4%	2%	4.8	3.1	2.0	0.1%	0.27	-0.16	0.51	-0.48	0.1	1116	0.0%	i	6
CSc1nnc(C)c(/C=C/Nc2ccc(Cl)cc2)n1	·	·	3%	10%	1.5	1.3	7.3	1.9%	-5.3	6.7	-1.2	1.6	·	·	0.3%	i	-6
Cc1cc(C(=O)Nc2nnc(-c3ccccc3)s2)no1	0.29	1372	9%	10%	3.3	1.7	12	-2.6%	0.83	-0.24	0.016	0.35	-7.3	1012	i	i	15
CCOC(=O)C1CCN(C(=O)/C=C/c2ccccc2)CC1	0.76	1295	-3%	-4%	2.9	1.4	3.6	·	-0.042	-0.26	-0.016	0.18	0.2	1089	-0.2%	i	32
CC(C)COc1ccc(C(=O)OC2CC(C)(C)OCC2CN(C)C)cc1 (stereo unspecified)	·	·	-2%	-4%	2.3	2.6	11	-0.8%	-0.41	-0.22	-0.078	0.46	·	·	0.3%	i	-5
Cc1ccc(SCCC(=O)OCC(=O)Nc2ncc(Cl)cc2Cl)cc1	-0.92	998	4%	8%	0.9	1.5	4.7	-1.4%	-0.25	0.52	0.099	0.47	·	·	0.9%	i	26
CCOc1cc(CNCc2cccnc2)ccc1OCC(=O)NC(C)(C)C	0.8	1565	4%	-3%	3.5	2.4	7.8	-1.2%	-0.49	-0.33	0.041	0.27	-5.0	1155	-0.9%	i	-5
CCCC(=O)Nc1ccc(NC(=O)c2cccc(OC)c2)nc1	0.17	1316	-1%	22%	2.5	2.5	8.4	-2.1%	-0.068	-0.17	0.14	0.11	0.3	1369	-0.6%	i	-5
O=C(Nc1nnc(CCc2ccccc2)s1)C1CCCO1 (stereo unspecified)	-0.6	1241	-3%	6%	3.5	2.2	11	-1.9%	-0.13	-0.25	0.21	-0.13	·	·	-0.1%	i	-1
Cc1ccnc(SCCn2c(N3CCCCC3)nc3c2c(=O)n(C)c(=O)n3C)n1	-0.87	1202	-2%	-8%	2.7	2.8	11	-0.2%	0.3	-0.19	0.87	1.3	-4.9	817	1.1%	i	4
O=C(c1ccc(Cn2c(=O)[nH]c3ccccc3c2=O)cc1)N1CCN(c2ccc(F)cc2)CC1	-0.45	982	12%	7%	1.3	1.0	7.8	-1.6%	-0.25	-0.23	0.032	0.24	-3.3	891	0.0%	i	-4
Cc1ccccc1N1CCN(Cc2c(C#N)c3ccccc3n2C)CC1	0.28	1345	0%	-3%	3.1	1.9	6.0	-0.5%	-0.51	-0.25	-0.023	0.68	0.1	1093	1.5%	i	19
O=S(=O)(Nc1ccc(N2CCOCC2)cc1)c1ccccc1	0.32	856	11%	-12%	1.8	1.4	6.3	2.4%	2.2	0.81	1.4	-2	0.1	1231	0.5%	i	2
Cc1cc(C)cc(NC(=O)C(NCC2CCCO2)c2ccccc2)c1 (stereo unspecified)	-0.66	1554	-1%	4%	3.2	2.5	2.2	-2.2%	0.32	-0.25	0.32	0.29	-0.2	1040	2.5%	i	16
CCn1c(N2CCN(C(=S)NCC(C)C)CC2)nc2ccccc21	0.4	1963	4%	10%	0.9	1.3	13	-0.1%	0.25	0.54	0.45	-0.56	0.5	1078	14%	i	5
Cn1c(NC(=O)c2ccc(F)cc2)c(-c2ccccn2)c(=O)c2ccccc21	·	·	-3%	2%	·	·	·	·	-0.44	-0.28	-0.24	0.97	0.5	1276	·	·	·
C=CCNc1nc(NCCO)nc(N2CCCC2)n1	0.11	1222	5%	-10%	4.2	1.5	6.0	-2.4%	-0.26	-0.046	-0.73	0.96	-1.1	672	0.2%	i	1
CC(NC(=O)CCNS(=O)(=O)c1ccc2c(c1)c(=O)n(C)c(=O)n2C)c1ccccc1 (stereo unspecified)	-0.99	1306	0%	9%	4.3	2.8	0.7	-1.7%	0.21	1.5	0.24	-0.58	-2.3	1379	4.2%	i	11
O=C(NC(=S)Nc1ccc(CN2CCCCC2)cc1)c1ccco1	0.26	1406	5%	7%	4.4	2.4	8.4	-2.3%	-0.34	-0.3	0.31	0.2	0.7	1511	-0.8%	i	1
CC(=O)c1c(N2CCOCC2)nc2ccc(Br)cc2c1-c1ccccc1	-1.2	1034	1%	9%	·	·	·	·	-0.17	-0.24	-0.0048	0.55	1.4	1292	·	·	·
Cc1ccc(C(=O)NC2CCSC2=O)cc1 (stereo unspecified)	-1	900	1%	12%	2.7	2.3	13	0.4%	-0.67	-0.12	-0.45	0.67	-2.2	1188	0.5%[50 µM]	i	1
Cc1cnc(C(=O)OCC(=O)NC2CCCCCC2)cn1	0.46	1334	1%	-11%	1.6	2.4	7.6	-1.7%	0.3	-0.025	0.24	-0.048	-1.0	1053	·	i	5
COc1cc(C2CC(=O)C3=C(C2)Nc2ncnn2C3c2cccs2)cc(OC)c1OC (stereo unspecified)	-0.13	968	3%	-12%	·	·	·	·	-0.053	-0.23	0.34	0.47	-0.3	1334	·	·	·
O=C(CN(Cc1cccs1)C(=O)CCC(=O)Nc1nccs1)NCc1ccccc1	0.03	1940	1%	2%	3.7	1.5	5.2	-3.0%	-0.14	-0.21	-0.24	0.58	-0.7	1055	0.1%	i	22
COc1ccc(-c2csc(Nc3ccccc3)[n+]2CC(O)c2ccc([N+](=O)[O-])cc2)cc1 (stereo unspecified)	-0.59	1336	4%	-3%	·	·	·	·	1.3	-0.25	0.53	-0.71	0.0	1136	0.9%	·	·
CC(C)C(OC(=O)C1=Cc2ccccc2OC1)C(=O)NC1CCCC1 (stereo unspecified)	-0.18	1471	-2%	9%	2.6	2.3	7.7	-2.4%	0.14	-0.2	0.33	0.035	-0.8	1083	1.6%[50 µM]	i	8
CSCCC(NC(N)=O)C(=O)N(C)CC(=O)Nc1cc(C)ccc1C (stereo unspecified)	0.63	1043	6%	-4%	1.3	0.9	9.8	-3.0%	0.93	-0.34	0.89	1.1	-1.8	1170	1.0%	i	-15

Assay outcomes as filed in PubChem BioAssay.
